Compound activity: PubChem BioAssay, several laboratories
SSB-PriA inh: blocks PriA binding to SSB C-terminal tail; AlphaScreen SSBct-PriA binding, biotinylated peptide; 0.6% of 430,000 active; AID 1272365; inhibition, % at 33 µM; in the data active means inhibition mostly above about 37%, no sharp cut-off; inactive means mostly below about 20%;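 further: plate controls were negative control peptide for no effect and reference peptide for full effect; strong numbers were not always called active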
Anthrax LF inh2: blocks Bacillus anthracis lethal factor protease; P15917; multiplex microsphere protease cleavage assay, LF; inhibition, % at 10 µM; 0.12% of 360,000 active; further: plate controls were buffer without enzyme for full effect and enzyme alone for no effect
Target sequence (P15917 whole entry, looked up): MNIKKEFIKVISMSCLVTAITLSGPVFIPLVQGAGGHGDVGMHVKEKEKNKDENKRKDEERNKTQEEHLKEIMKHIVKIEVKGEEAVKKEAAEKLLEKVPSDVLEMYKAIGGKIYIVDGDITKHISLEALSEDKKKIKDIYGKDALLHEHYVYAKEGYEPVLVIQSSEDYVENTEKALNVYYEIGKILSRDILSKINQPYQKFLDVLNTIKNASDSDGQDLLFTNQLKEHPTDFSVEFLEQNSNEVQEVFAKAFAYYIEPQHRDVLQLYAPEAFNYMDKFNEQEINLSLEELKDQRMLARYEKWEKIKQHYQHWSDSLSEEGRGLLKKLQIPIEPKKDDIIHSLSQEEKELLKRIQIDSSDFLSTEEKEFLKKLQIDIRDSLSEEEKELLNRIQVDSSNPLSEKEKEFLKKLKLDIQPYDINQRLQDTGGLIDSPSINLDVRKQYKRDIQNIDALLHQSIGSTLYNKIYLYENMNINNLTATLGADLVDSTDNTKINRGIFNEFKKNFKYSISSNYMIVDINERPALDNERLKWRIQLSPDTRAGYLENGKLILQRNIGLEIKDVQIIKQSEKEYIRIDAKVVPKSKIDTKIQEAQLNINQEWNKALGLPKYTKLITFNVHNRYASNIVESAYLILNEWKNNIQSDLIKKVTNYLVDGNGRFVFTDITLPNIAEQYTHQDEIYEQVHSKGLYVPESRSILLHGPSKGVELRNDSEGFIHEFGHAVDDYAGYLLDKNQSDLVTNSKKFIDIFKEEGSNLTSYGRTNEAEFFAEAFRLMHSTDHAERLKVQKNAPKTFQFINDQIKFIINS
PrPC surface inh: reduces human prion protein on the cell surface; P04156; cell surface PrPC, TR-FRET read-out; inhibition, % at 13.8 µM; 0.43% of 370,000 active; in the data active means inhibition above about 24%; further: 0% = median of the test wells and 100% = reference compound wells
Vc quorum ag: induces V. cholerae light production without autoinducers | V. cholerae BH1578 lux reporter, luminescence, 6 h | activation, % at 18.7 µM | 0.16% of 350,000 active | AID 588436; in the data active means activation mostly above about 9.7%, no sharp cut-off; inconclusive means no clear call, values can overlap the other calls; inactive means mostly below about 3.7%; further: not every result past the cut was called active; inactives centre near 0; reference of the scale not given here
PfHsp40 yeast: restores yeast growth despite PfHsp40 toxicity | S. cerevisiae expressing PfHsp40, growth rescue, ATP luminescence | growth rescue, % at 12.5 µM | 0.68% of 340,000 active; in the data active means growth rescue above about 28%, passing the limit was not always enough; inconclusive means no clear call, values can overlap the other calls;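 further: yeast W303a lacking pdr1 and pdr3 grown in galactose medium; growth measured after three days at 30 °C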
BoNT-A LC inh2: inhibitors of Botulinum neurotoxin A light chain protease; multiplex microsphere protease substrate cleavage, flow cytometry; inhibition, % at 10 µM; 0.17% of 360,000 active; further: plate controls were buffer without enzyme for full effect and enzyme alone for no effect
TcdB inh: TcdB glycohydrolase inhibition | P18177 | TcdB glycohydrolase enzymatic assay, plate reader | inhibition, % at 9.99 µM | 0.24% of 350,000 active; in the data active means inhibition above about 10%
SARS 3CLpro inh: SARS-CoV 3CLpro protease inhibition; inhibition, % at 6 µM; recombinant SARS-CoV 3CLpro, quenched FRET peptide cleavage; AID 1706; P0C6X7; 0.14% of 290,000 active; in the data active means inhibition above about 12%
Y pestis TopoI: inhibitors of Yersinia pestis topoisomerase I; Y. pestis Topo-I cleavage product accumulation, plate reader; activity, % at 10 µM; 0.064% of 360,000 active; in the data active means activity above about 50%, passing the limit was not always enough; inconclusive means no clear call, values can overlap the other calls; further: inactives centre near 2
* = called active by the depositor; i = inactive; ? = inconclusive; nt = not tested or not shown; & = joins results of further samples. Unless noted, no stated cut-off is given here; in the data, active means inhibition above about 30%; inconclusive means no clear call, values can overlap the other calls; inactive means below that. An excerpt (hit frequency here may not be typical).

mol	SSB-PriA inh	Anthrax LF inh2	PrPC surface inh	Vc quorum ag	PfHsp40 yeast	BoNT-A LC inh2	TcdB inh	SARS 3CLpro inh	Y pestis TopoI
O=C(N/N=C/c1ccc(OC(F)F)cc1OC(F)F)c1cccc(S(=O)(=O)N2CCOCC2)c1	nt	-8	8	-0.7	-0.3	-0.9	-1.1	-3	1
CC1(C)C2CC=C(/C=N/NC(=S)NCCc3ccccc3)C1C2 (stereo not drawn)	nt	-1	12	-0.6	-0.7	0.0	1.4	0	42
COc1cccc(-n2c(C)nnc2SCC(=O)Nc2ccccc2N2CCOCC2)c1	-13	?	6	-0.3	-0.3	-0.2	nt	-3	13
OCCCNc1nc(-c2ccc(Cl)cc2)nnc1-c1ccc(Br)cc1	7	2	7	-0.3	28*	1.9	nt	1	10
CCCN(CC(=O)Nc1ccc(F)c(F)c1F)C(=O)Cn1c(=O)cnc2ccccc21	4	0	1	-0.7	nt	-0.1	1.8	nt	-16
CCO[C@H]1OC(C(=O)NCc2nc3ccccc3[nH]2)=C[C@@H](C2CCCCC2)[C@@H]1CCCO	4	6	44*	-0.2	-0.2	-0.4	0.0	-4	26
CCOCc1[nH]c(=S)[nH]c(=O)c1Cc1ccc(OCC(C)C)cc1	-8	-14	-4	0.0	1.1	-0.4	0.6	4	3
COc1cc(/C=C/C(=O)OCC(=O)NCc2cccs2)ccc1OC(F)F	-6	-1	3	-0.4	-1.5	-0.2	nt	2	-1
CC(C)(C)NC(=O)NC(=O)COC(=O)Cc1ccc(Cl)cc1Cl	-3	4	9	i	-0.4	-1.2	1.9	-2	13
C[n+]1ccccc1N1CCN(c2ccccc2Cl)CC1	-3	-3	-2	-0.2	0.5	-0.9	nt	-4	4
CCn1cc(Br)c(C(=O)NN)n1	-6	1	-7	i	0.7	-0.4	nt	3	0
O=C(Cn1cnc2scc(-c3ccc(F)cc3)c2c1=O)NCC(c1ccco1)N1CCCC1 (stereo not drawn)	5	4	-4	0.0	0.0	0.1	2.9	nt	-7
Cc1ccc(NC(=O)CCC(=O)OC(C(=O)c2ccc(C)c(C)c2)c2ccccc2)c(C)c1 (stereo not drawn)	-14	-12	2	nt	-1.6	2.1	nt	-7	-11
CC(C)c1nnc(NC(=O)COc2ccc3c(c2)OCO3)s1	6	-4	8	-0.2	-0.4	-3.8	0.2	0	-2
CC1(C)CC(=O)C=C(c2ccc(Cl)c(C(F)(F)F)c2)C1	-11	4	5	i	-1.8	0.3	-0.6	nt	1
Cc1cccc(NC(=O)CN(C)S(=O)(=O)c2ccc(-c3ccc(=O)[nH]n3)s2)c1C	-11	2	-5	-0.2	0.7	1.6	0.2	-2	25
COc1cc(O)c(C(CC(=O)N2CCCCC2)c2cc(OC)c(OC)c(OC)c2)c(OC)c1 (stereo not drawn)	-3	1	-2	-0.3	0.0	-0.1	1.3	nt	-4
Cc1ccccc1C(=O)Nc1ccc2c(c1)CCCN2C(=O)c1cccs1	7	-2	11	i	0.9	0.6	1.2	5	13
O=C(N/N=C/c1ccco1)c1cccc([N+](=O)[O-])c1	nt	-1	-17	-0.3	0.5	-0.3	0.5	2	-1
CCCc1nnc(NC(=O)CCC(=O)Nc2ccc(Br)cc2)s1	3	-3	2	i	-1.0	0.2	2.8	-4	1

Just Y pestis TopoI, PrPC surface inh and SSB-PriA inh, for some of the entries so far:
SMILES	Y pestis TopoI	PrPC surface inh	SSB-PriA inh
C[n+]1ccccc1N1CCN(c2ccccc2Cl)CC1	4	-2	-3
O=C(Cn1cnc2scc(-c3ccc(F)cc3)c2c1=O)NCC(c1ccco1)N1CCCC1 (stereo not drawn)	-7	-4	5
O=C(N/N=C/c1ccco1)c1cccc([N+](=O)[O-])c1	-1	-17	nt
Cc1ccccc1C(=O)Nc1ccc2c(c1)CCCN2C(=O)c1cccs1	13	11	7
CC(C)c1nnc(NC(=O)COc2ccc3c(c2)OCO3)s1	-2	8	6

Reprinted at random: 4 entries already listed, in no set order.
mol	SSB-PriA inh	Anthrax LF inh2	PrPC surface inh	Vc quorum ag	PfHsp40 yeast	BoNT-A LC inh2	TcdB inh	SARS 3CLpro inh	Y pestis TopoI
O=C(N/N=C/c1ccco1)c1cccc([N+](=O)[O-])c1	nt	-1	-17	-0.3	0.5	-0.3	0.5	2	-1
CC(C)c1nnc(NC(=O)COc2ccc3c(c2)OCO3)s1	6	-4	8	-0.2	-0.4	-3.8	0.2	0	-2
Cc1ccccc1C(=O)Nc1ccc2c(c1)CCCN2C(=O)c1cccs1	7	-2	11	i	0.9	0.6	1.2	5	13
CC1(C)CC(=O)C=C(c2ccc(Cl)c(C(F)(F)F)c2)C1	-11	4	5	i	-1.8	0.3	-0.6	nt	1

Remaining list, next part.
mol	SSB-PriA inh	Anthrax LF inh2	PrPC surface inh	Vc quorum ag	PfHsp40 yeast	BoNT-A LC inh2	TcdB inh	SARS 3CLpro inh	Y pestis TopoI
COc1cccc(NC(=O)CCN2CCN(c3ccccc3F)CC2)c1	-13	-1	-3	3.8	-0.3	0.1	nt	0	3
CC(=O)Nc1ccc(Cl)cc1-c1ccccc1	2	0	8	-5.9	3.8	0.3	1.6	nt	-8
COc1ccc(OCC(=O)N2CCC(Cc3ccccc3)CC2)cc1	-7	0	-1	-0.1	-0.1	1.6	1.1	1	1
O=C(Nc1cnc2sccn2c1=O)c1ccccc1Cl	-9	0	7	-8.8	0.4	0.9	nt	-1	7
C[n+]1cccc(C2C(C#N)=C(N)Oc3c2ccc2ccccc32)c1 (stereo not drawn)	1	-3	6	-0.6	0.7	-0.6	0.8	-1	-3
COc1ccc(OC)c(NC(=O)C2(C)CCN2C(=O)Cc2ccc(Cl)cc2Cl)c1 (stereo not drawn)	nt	-3	8	i	nt	-0.4	0.2	nt	19
COc1ccc(S(=O)(=O)Nc2ccccc2C(=O)NCc2ccco2)cc1	-13	-2	5	-6.0	-0.1	0.6	nt	0	0
COc1ccc(-n2c(C)cc3cc(OC(C)=O)ccc32)cc1	-9	16	-1	i	2.9	-1.9	-0.2	-3	3
O=C(NC1CCCCCCC1)c1ccc(Br)o1	-12	-7	7	i	-0.2	2.7	2.5	-5	2
COC(=O)c1c[nH]n2c(=O)cc(CCl)nc12	-4	-7	2	3.1	-0.2	0.0	2.5	4	3

Compound profiles, as listed above:
COc1ccc(-n2c(C)cc3cc(OC(C)=O)ccc32)cc1 is entered as SSB-PriA inh: -9; Anthrax LF inh2: 16; PrPC surface inh: -1; Vc quorum ag: i; PfHsp40 yeast: 2.9; BoNT-A LC inh2: -1.9; TcdB inh: -0.2; SARS 3CLpro inh: -3; Y pestis TopoI: 3
COc1cccc(NC(=O)CCN2CCN(c3ccccc3F)CC2)c1 is entered as SSB-PriA inh: -13; Anthrax LF inh2: -1; PrPC surface inh: -3; Vc quorum ag: 3.8; PfHsp40 yeast: -0.3; BoNT-A LC inh2: 0.1; TcdB inh: nt; SARS 3CLpro inh: 0; Y pestis TopoI: 3

(next part)
mol	SSB-PriA inh	Anthrax LF inh2	PrPC surface inh	Vc quorum ag	PfHsp40 yeast	BoNT-A LC inh2	TcdB inh	SARS 3CLpro inh	Y pestis TopoI
O=C(CSc1nnc(CNC(=O)c2ccccc2F)o1)Nc1ccc2c(c1)OCO2	-3	-2	4	-12	0.2	-0.8	1.6	-3	-9
NC(=O)c1cccc(Nc2nc(C(N)Cc3ccc(C(F)(F)F)cc3)cs2)n1 (stereo not drawn)	nt	-3	-13	i	nt	-0.9	1.0	nt	-7
Cc1ccc(OCC(=O)c2c(O)c3ccccc3oc2=O)cc1C	2	-4	2	1.8	0.6	0.0	nt	-3	1
O=C(CSc1nnnn1-c1ccc(F)cc1)c1ccc(O)c(O)c1	8	3	-3	-0.2	-1.3	-0.9	0.6	0	2
CCN(CC)c1ccc(NC2=C(Cl)C(=O)c3ccccc3C2=O)cc1	63	-6	nt	0.4	-0.2	-2.2	nt	3	-6
COc1ccccc1CC(=O)Nc1ccc(F)cc1F	-6	-2	-1	-0.4	-0.5	0.5	0.4	3	-2
O=C(C1=C[C@H](c2coc3ccccc3c2=O)C[C@H](OCCCCO)O1)N1CCN(Cc2ccccc2)CC1	-1	6	5	0.5	-0.3	0.1	nt	-1	-1
CCCCN(C(=O)CSc1nnc(Nc2ccccc2)s1)c1c(N)n(CCC)c(=O)[nH]c1=O	-3	-3	4	0.3	-0.9	0.5	2.1	4	6
Cc1cccc(OCC(=O)NNC(=O)c2cc(S(=O)(=O)N(C)C)ccc2N2CCCC2)c1	-5	-1	1	i	-1.2	2.4	0.2	nt	14
CC(=O)Nc1ccc(/C=C/c2ccc3cccc([N+](=O)[O-])c3n2)cc1	20	-6	-15	i	9.5	-0.9	-0.3	1	12
Cc1ccccc1Cc1n[nH]c(=S)n1N	-4	-2	-11	-0.7	1.7	-0.3	nt	2	-2
CCOC(=O)c1nc2cc3n(c(C)c-2c1C)C(C)C(C)=C3C (stereo not drawn)	-21	6	-11	i	-0.4	4.4	nt	-6	-8
COc1cc(N=Cc2c(CO)cnc(C)c2O)cc(OC)c1OC	-10	6	-6	0.6	1.4	-2.4	1.5	-4	-5
Cc1nc2n[nH]c(N)c2nc1C	nt	3	7	-5.3	nt	0.2	0.1	nt	-6
Cc1ccc(Cl)cc1Nc1nc(N2CCOCC2)nc(N2CCOCC2)n1	-6&-9	2	-3	i	1.9	-2.0	1.4	0	5
COc1ccc(OCCC(=O)OCC(=O)NCc2ccc(F)cc2)cc1	-11	1	-5	-0.4	-1.0	-1.0	1.2	1	5
Cc1cc(OCC(=O)NC(Cc2c[nH]c3ccc(O)cc23)C(=O)O)c2c(C)c(C)c(=O)oc2c1 (stereo not drawn)	-3	-4	-9	-0.4	0.8	-1.2	-0.2	-5	4
COc1ccccc1/C=C/C(=O)OCC(=O)NNC(=O)c1ccccc1	-4	11	-2	-0.5	-0.6	2.4	nt	-3	3
COc1ccc(Cc2noc(CN3CCN(C4CCc5ccccc5C4)CC3)n2)cc1OC (stereo not drawn)	4	-5	8	-0.4	4.5	-2.4	0.8	0	24
CCC1CCCCN1C(=O)c1sc2nc(C)nc(N(CC)CC)c2c1C (stereo not drawn)	-3	2	-8	-0.2	-0.9	-0.1	1.1	-1	36
Cc1cc(C)c2oc(-c3ccc(C)c(NC(=S)NC(=O)/C=C/c4ccco4)c3)nc2c1	8	0	-1	i	-1.4	0.2	nt	-1	2
COc1cc(Cl)c(C)cc1NC(=O)c1cccc(OC)c1OC	-6	-2	-2	i	-0.3	-0.5	2.1	-1	11
COc1ccccc1N1CCN(C(=O)c2c(-c3ccccc3)noc2C)CC1	-20	-1	0	i	2.1	-0.5	nt	1	17
Cc1ccc(C)c(-n2c(-c3ccco3)n[nH]c2=S)c1	-2	2	4	-1.9	0.2	-2.0	2.3	nt	4
NC(=O)c1ccc(SCC(=O)OCC(=O)NCC2CCCCC2)c([N+](=O)[O-])c1	-7	-5	-19	-4.2	-1.1	2.8	1.5	nt	2
Cc1ccc(-c2nn(-c3ccccc3)cc2C(=O)N2CCOCC2)cc1C	-8	-3	7	-0.3	1.9	-0.6	2.4	2	12
CCOc1ccccc1N1CC(C(=O)Nc2cccc(S(=O)(=O)N3CCCCC3)c2)CC1=O (stereo not drawn)	-5	-4	-2	i	-0.5	0.2	0.9	2	-12
